FLuc act counter – FLuc activators, initial screening, artefact control for FLuc-dependent activation tests, biochemical, ATPlite luminescence | Luciferin 4-monooxygenase (Photinus pyralis), P08659 | ATPlite luciferase biochemical, 10 min; 0 = ATP-free wells, 1 = DMSO control | activation factor at 10 µM | 200,000 tested, under 10 active | AID 1027, 2008;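 active means luciferase activation factor, scaled between plate controls, of at least 2 with compound at 10 µM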
Target sequence (P08659 whole entry, looked up): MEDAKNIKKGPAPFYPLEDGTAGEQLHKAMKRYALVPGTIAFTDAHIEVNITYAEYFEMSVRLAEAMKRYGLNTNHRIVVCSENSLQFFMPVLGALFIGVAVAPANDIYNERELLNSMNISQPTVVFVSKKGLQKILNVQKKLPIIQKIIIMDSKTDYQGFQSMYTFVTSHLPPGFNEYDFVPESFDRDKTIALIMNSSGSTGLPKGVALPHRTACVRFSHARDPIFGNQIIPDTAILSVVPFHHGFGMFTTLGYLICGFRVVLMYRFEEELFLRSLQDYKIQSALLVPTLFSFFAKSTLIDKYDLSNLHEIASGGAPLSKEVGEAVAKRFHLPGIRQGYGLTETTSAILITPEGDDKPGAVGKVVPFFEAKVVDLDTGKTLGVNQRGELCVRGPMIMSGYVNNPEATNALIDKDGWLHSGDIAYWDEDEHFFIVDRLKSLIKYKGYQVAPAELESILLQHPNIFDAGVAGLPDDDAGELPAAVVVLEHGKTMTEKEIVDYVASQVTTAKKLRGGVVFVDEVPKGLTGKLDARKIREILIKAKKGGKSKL
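assay system = Luciferase/luciferin detection reagent, cell-free biochemical luciferase assay | also added = ATP substrate | times = 10 min post-reagent at room temperature | measured by = luminescence from luciferase reaction | measure = luciferase activation, seen as luminescence increase over controls | benchmarks = low control with PBS replacing ATP, high control enzyme plus ATP without compound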
NF-kB expr up – activators of NF-kB expression in neurons, primary screen, cell-based, HTS. human neuronal cells, NF-kB reporter expression; active compounds read high. 1.6% of 190,000 active. fold change at 12.5 µM; in the data active means fold change above about 3.3
G6PDH counter – L. mesenteroides G6PDH inhibitors, counter-screen for G6PDH-coupled screening assays, biochemical, Leuconostoc mesenteroides enzyme. glucose-6-phosphate dehydrogenase [Leuconostoc mesenteroides]. Purified L. mesenteroides G6PDH, diaphorase/resazurin coupled fluorescence, 45 min. inhibition, % at 5 µM. 0.12% of 200,000 active. AID 1020, 2008; in the data active means inhibition above about 50%
Redox H2O2 prof – compounds producing H2O2 with reducing agent – biochemical, NIH compound library profiling, artefact control for MLSCN library redox annotation, primary screen | 0.03% of 200,000 active | DTT-dependent redox cycling H2O2, phenol red/HRP absorbance; 100% = 100 µM peroxide control, 0% = buffer | activation, % at 10 µM;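 active means activation of at least 50% relative to the plate's high and low controls in the primary single-dose screen; inactive means activation below 50%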;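 further: compound incubated with DTT at 0.8 mM final as the reducing agent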
FLuc inhib CS – firefly luciferase enzyme inhibitors, primary screen, artefact control for luciferase-based inhibitor screens, biochemical, luminescence, ATPLite; inhibition, % at 10 µM; AID 1006, 2008; 1.5% of 200,000 active; Luciferin 4-monooxygenase (Photinus pyralis), P08659; 10 min;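 active means inhibition above about 50% when tested at 10 µM, limit read from the data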
STAT1 act – STAT1 signaling activators, primary screen, cell-based, HTS, luciferase reporter; NIH 3T3 STAT1-luciferase reporter, IFN-gamma, luminescence; 100% = IFN-gamma alone, no compound; activation (% of control), % at 5.5 µM; 2.6% of 200,000 active;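 active means activation above the screen-wide mean activation plus 3 SD, cut at about 130% in these data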;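 further: raw ratio to IFN-gamma control signal so 100% means no change and 0% no light; values of inactives mirror those of a sister screen read the other way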
APP 5UTR inh – inhibitors of APP translation via 5'UTR reporter, primary screen, APP 5'UTR luciferase, SH-SY5Y cells. SH-SY5Y APP 5'UTR-luciferase reporter, luminescence. inhibition, % at 2 µM. 0.82% of 190,000 active. AID 1285, 2008;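 active means inhibition above a set limit, derived from the sample mean plus 3 SD, cut at about 45% in these data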; further: values of inactives mirror those of a sister screen read the other way
APP 5'UTR act – activators of APP 5'UTR luciferase reporter, primary screen, SH-SY5Y cells | SH-SY5Y APP 5'UTR luciferase reporter, luminescence; zero percent = DMSO vehicle wells | 1% of 190,000 active | AID 1276, 2008 | activation, % at 2 µM;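 active means activation above a set limit, based on mean plus 3 SD of controls, cut at about 140% in these data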; further: values of inactives mirror those of a sister screen read the other way
Hsp70 act – Hsp70 transcriptional activators, primary screen, cell-based, HeLa, Hsp70 promoter luciferase, luminescence, 10 µM; activation, % at 10 µM; HeLa Hsp70 promoter luciferase reporter; scaled: vehicle 0, proteasome-inhibitor control 100%; AID 1203, 2008; 0.04% of 200,000 active;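 active means activation above the mean across all tested compounds plus 3 SD, cutoff set per campaign, cut at about 5.5% in these data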;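 further: 100% = MG132 at 30 µM as the positive control and 0% = DMSO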
Efa HMGR inh – inhibitors of E. faecalis class II HMGR, primary screen, biochemical, Enterococcus faecalis; HMG-CoA reductase (Enterococcus faecalis, mvaE); 0.41% of 190,000 active; inhibition, % at 10 µM; purified E. faecalis HMGR, NADPH absorbance 340 nm kinetic;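 active means inhibition above a set limit, the median over all tested compounds plus 3 SD, cut at about 9.5% in these data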;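 further: enzyme runs in reverse so mevalonate oxidation gives rising NADPH absorbance; 0% = complete reaction with DMSO and 100% = background rate lacking mevalonate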
Starred values were filed as active, the others as inactive.

SMILES	FLuc act counter	NF-kB expr up	G6PDH counter	Redox H2O2 prof	FLuc inhib CS	STAT1 act	APP 5UTR inh	APP 5'UTR act	Hsp70 act	Efa HMGR inh
COc1cccc(C(=O)CSc2nnc(-c3cc(OC)c(OC)c(OC)c3)o2)c1	1	1.5	-4	0.5	-3	98	-5	5	-0.1	0
CCOC(=O)CNC(=O)CSc1nnc(-c2ccncc2)n1-c1ccc(Cl)cc1	1.1	1.4	-1	1.9	-6	96	-24	24	-0.2	-3
CCN(CC)c1ccc(CNc2ccc(Br)cn2)cc1	1	1.4	6	1.9	2	114	-17	17	0.0	1
OCCN1CCN(CCCc2c3c(cc4c2CCC4)CCC3)CC1	1	1.1	1	-0.2	-1	101	5	-5	-0.3	2
NC(=O)C1CCN(C(=O)CN2CCN(c3cccc(C(F)(F)F)c3)CC2)CC1	1.1	1.6	2	-0.8	-6	97	-14	14	0.0	0
COC(=O)c1ccc(C(=O)OC)c(NC(=O)Nc2ccc3c(c2)OCO3)c1	0.9	1.8	2	0.5	8	111	-16	16	0.5	2
O=C(NCc1ccccc1)C1Cc2ccccc2CN1C(=O)c1ccco1 (centres undefined)	1.1	1	2	-0.6	-7	99	-10	10	0.0	5
COc1cccc(-c2nn(-c3ccccc3)cc2C(=O)Nc2nccs2)c1	1	0.64	-13	0.6	0	98	4	-4	-0.1	1
Cc1cc(NC(=O)C2CCCCC2)n(-c2nc3ccccc3[nH]2)n1	1.1	0.98	8	0.0	-8	106	-5	5	0.1	-7
Cc1cc(C)n2nc(SCC(=O)c3ccccc3)nc2n1	1.1	1.4	-2	0.9	-6	105	-31	31	-0.4	-6

Copied from the list:
Value of `CCOC(=O)CNC(=O)CSc1nnc(-c2ccncc2)n1-c1ccc(Cl)cc1` in APP 5'UTR act: 24
Value of `Cc1cc(NC(=O)C2CCCCC2)n(-c2nc3ccccc3[nH]2)n1` in FLuc act counter: 1.1
Value of `OCCN1CCN(CCCc2c3c(cc4c2CCC4)CCC3)CC1` in Redox H2O2 prof: -0.2

Remaining list, next part:
SMILES	FLuc act counter	NF-kB expr up	G6PDH counter	Redox H2O2 prof	FLuc inhib CS	STAT1 act	APP 5UTR inh	APP 5'UTR act	Hsp70 act	Efa HMGR inh
CCOC(=O)C1CCCN(C(=O)c2ccc(C)c([N+](=O)[O-])c2)C1 (centres undefined)	1.1	2	7	-0.4	-6	90	1	-1	-0.2	-6
CN1CCN(/N=C2/C(=O)Nc3ccc([N+](=O)[O-])cc32)CC1	1.1	1.3	0	-0.4	-6	97	-14	14	0.1	-3
O=C(Nc1ccccc1C(=O)N1CCCC1)C1COc2ccccc2O1 (centres undefined)	1.1	1.1	3	-0.3	-6	88	-18	18	-0.3	-1
Cc1cccc(/C(N)=N/OC(=O)c2ccc(Cl)cc2Cl)c1	0.1	2.2	13	-0.5	90*	161*	-139	139*	0.2	-3
Cc1ccc(C)c(S(=O)(=O)N2CCN(Cc3ccc(O)c4ncccc34)CC2)c1	1.1	1.8	2	-3.7	-8	101	56*	-56	-0.5	-7
c1ccc(-c2noc(CC3CCCCC3)n2)nc1	0.5	3	10	-0.9	52*	133*	-133	133	0.0	-4
Cc1ccc(-n2cc3c(-c4cccc(Br)c4)nnc(C)c3n2)cc1	1.1	0.57	-63	-0.2	-9	97	1	-1	-0.1	1
Cc1ccc(S(=O)(=O)c2c(N)n(CCCO)c3nc4ccccc4nc23)cc1	1.1	0.94	2	0.4	-7	103	-28	28	-0.1	-6
Cn1c(=O)cc(OCC(=O)NCCCN2CCN(Cc3ccccc3)CC2)c2ccccc21	1	1.3	-6	-0.2	-2	101	-14	14	-0.2	-5
CCN(CC)CCCNC(=O)C1c2ccccc2C(=O)N1Cc1ccc(C)cc1 (centres undefined)	1.1	1.5	1	1.3	-7	99	-66	66	0.5	1
COc1ccc(NC(=O)Cn2cc(S(=O)(=O)Cc3ccccc3)c3ccccc32)c(OC)c1	1	0.76	-15	0.5	-4	97	0	0	0.2	0
c1ccc(N2CCN(c3ncccn3)CC2)cc1	1	1.4	15	-4.2	4	109	-15	15	0.3	-13
Cc1cccc(NC(=O)CSc2nnc(-c3n[nH]c4ccccc34)o2)c1	1.1	1.6	-17	-0.2	-10	88	-47	47	-0.2	-6
CCC1(C)N([O-])C(C)=C(c2ccccc2)[N+]1=O (centres undefined)	1.1	0.98	7	0.1	-8	113	28	-28	0.0	0
COc1ccc(CC(=O)Nc2ccc(-c3noc(-c4cccc(OC)c4)n3)cc2)cc1	1.1	1.2	6	0.1	-10	91	3	-3	0.1	0
CN=C(Nc1ccc(C)c(C)c1)SC1CC(=O)N(c2ccc(OC)cc2)C1=O (centres undefined)	1.1	0.9	6	0.5	-5	98	-12	12	-0.5	-1
O=c1[nH]cnc2c1c(-c1ccccc1)cn2-c1ccc(Br)cc1	1	1.5	-5	-0.6	-2	97	22	-22	-0.2	0
[O-]/C(=C(\C(=S)NCc1ccccc1)[n+]1ccccc1)c1ccc(Cl)cc1	1	1.1	14	0.5	-2	90	7	-7	-0.3	-6
COC(=O)[C@H](CCSC)NC(=O)NCc1cccs1	1.1	1.1	6	0.0	-5	102	-2	2	-0.2	-1
CSc1ccccc1NC(=O)CN(C)CC(=O)Nc1cccc(Br)c1	1	0.98	7	-0.4	1	89	-13	13	0.1	3
O=C(c1cc2ccccc2oc1=O)N(c1ccccc1)C1C=CS(=O)(=O)C1 (centres undefined)	1	1.4	15	0.7	3	91	16	-16	-0.2	-5
COc1ccc(-n2c(C)cc(C=O)c2C)cc1Cl	1	1.1	9	2.4	-4	96	-1	1	-0.3	-8
CCOC(=O)N1CCN(C(=O)c2ccc3c(=O)n(CCc4ccccc4)c(=S)[nH]c3c2)CC1	1	0.97	2	2.0	-3	96	-10	10	-0.4	-7
COCc1[nH][nH]c(=O)c1C=Nc1ccc(Cl)cc1	1.1	1.2	-2	0.0	-9	103	0	0	-0.1	-3
CCC1Sc2ccccc2N(CC(=O)NC2CCCCC2)C1=O (centres undefined)	1.1	1.1	4	-0.5	-7	101	-11	11	0.1	1
CC(C)OP(=O)(c1ccc(N(C)C)cc1)C(O)c1ccccc1 (centres undefined)	1	1	2	0.2	-5	100	0	0	0.4	6
Cc1ccc2nc(-c3sc4nc(C)cc(C)c4c3N)[nH]c2c1	0.4	2.8	2	0.7	64*	131*	-170	170*	-0.3	-5
COc1ccc(OC)c(Nc2nc(N)nc(-c3cc4ccccc4o3)n2)c1	1	0.85	10	-2.2	2	106	15	-15	-0.1	-3
COc1ccccc1-c1nc(C#N)c(N2CC(C)CC(C)C2)o1 (centres undefined)	1.1	1.1	-6	0.3	-5	103	-6	6	0.2	1
O=C(CCN1C(=O)S/C(=C\c2cccs2)C1=O)Nc1nccs1	1.1	1.2	14	-1.4	-6	105	20	-20	-0.1	1

APP 5UTR inh: what is marked active above.
molecule,NF-kB expr up,Redox H2O2 prof,FLuc inhib CS,STAT1 act,APP 5UTR inh,APP 5'UTR act,Hsp70 act,Efa HMGR inh
Cc1ccc(C)c(S(=O)(=O)N2CCN(Cc3ccc(O)c4ncccc34)CC2)c1,1.8,-3.7,-8,101,56*,-56,-0.5,-7

(cont.)
SMILES	FLuc act counter	NF-kB expr up	G6PDH counter	Redox H2O2 prof	FLuc inhib CS	STAT1 act	APP 5UTR inh	APP 5'UTR act	Hsp70 act	Efa HMGR inh
COc1cc(C(=O)Nc2nc3ccccc3s2)ccc1OCc1c(C)noc1C	1	1.1	12	-3.4	-1	97	-22	22	-0.2	2
CC(=O)N(CC(=O)O)c1ccccc1	1	1.2	0	-0.3	-3	99	-9	9	-0.2	1
COc1ccccc1NC(=O)NC1(C(=O)N2CCC(O)CC2)CCCCC1	1	1.1	0	-3.9	-3	91	-4	4	-0.4	0
Cn1c(SCC(=O)N2CCc3ccccc32)nc2cccnc21	1	0.4	0	0.4	-2	92	-7	7	-0.3	0
COc1cc(-c2nnc(COC(=O)CSc3cc(C)c4ccccc4n3)o2)cc(OC)c1OC	1	1.1	3	2.5	-1	106	0	0	0.0	-1
Cc1ccc(S(=O)(=O)N2CCN(C(=O)CSc3nnc(-c4ccco4)o3)CC2)cc1	1.1	1.1	8	1.6	-6	96	0	0	-0.3	-15
NS(=O)(=O)c1ccc(CNC(=O)c2ccc(Br)o2)cc1	1.1	1.1	7	-1.2	-7	115	11	-11	-0.5	-1
O=C(CSc1ncccn1)N/N=C/c1cccs1	1	1.1	3	-7.8	-4	98	1	-1	-0.2	1
CC1=C(CCN2CCN(C3CCCC3)C(CCO)C2)C(C)(C)CCC1 (centres undefined)	1	0.93	23	-0.9	-3	97	-27	27	0.3	-1
Cc1ccc(N=Nc2c(=O)[nH]n3c(C)cc(C)nc23)cc1	1	0.98	4	-4.5	4	100	-3	3	0.5	2
C=CCn1c(=O)c(C(=O)NCCNCC)c(O)c2ccccc21	1	1.1	17	1.4	-2	101	-15	15	0.6	-4
CCOC(=O)c1cc(-c2ccc(C)cc2)nc2nc(SC)[nH]c(=O)c12	0.9	4*	10	0.2	6	99	-4	3	-0.2	-3
CCSc1nnc(NC(=O)CSc2nc3c(c(=O)n2-c2ccccc2)SCC3)s1	1	1.2	1	1.5	-5	105	3	-3	-0.4	-4
O=[N+]([O-])c1cccc(C=Nc2cc3c(cc2Br)OCCO3)c1	1	1.1	3	2.2	-3	96	8	-8	-0.1	3
COc1ccc(OCC#CCn2ccnc2)cc1	1	1.3	11	-2.4	-4	101	-32	32	-0.1	-6

Ordered by SMILES length (falling): some entries from above.
SMILES	FLuc act counter	NF-kB expr up	G6PDH counter	Redox H2O2 prof	FLuc inhib CS	STAT1 act	APP 5UTR inh	APP 5'UTR act	Hsp70 act	Efa HMGR inh
CCSc1nnc(NC(=O)CSc2nc3c(c(=O)n2-c2ccccc2)SCC3)s1	1	1.2	1	1.5	-5	105	3	-3	-0.4	-4
CCOC(=O)c1cc(-c2ccc(C)cc2)nc2nc(SC)[nH]c(=O)c12	0.9	4*	10	0.2	6	99	-4	3	-0.2	-3
Cc1ccc(N=Nc2c(=O)[nH]n3c(C)cc(C)nc23)cc1	1	0.98	4	-4.5	4	100	-3	3	0.5	2
C=CCn1c(=O)c(C(=O)NCCNCC)c(O)c2ccccc21	1	1.1	17	1.4	-2	101	-15	15	0.6	-4
O=C(CSc1ncccn1)N/N=C/c1cccs1	1	1.1	3	-7.8	-4	98	1	-1	-0.2	1

Screens (PubChem BioAssay)

Compounds as they come; any-hit rate near 5.3%.
